Redox H2O2 prof – compounds producing H2O2 with reducing agent – biochemical, NIH compound library profiling, artefact control for MLSCN library redox annotation, primary screen | DTT-dependent redox cycling H2O2, phenol red/HRP absorbance; 100% = 100 µM peroxide control, 0% = buffer | activation, % at 10 µM | hit rate 0.03% among 200,000 | AID 878;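 active means activation of at least 50% relative to the plate's high and low controls in the primary single-dose screen; inactive means activation below 50%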;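 further: compound incubated with DTT at 0.8 mM final as the reducing agent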
APP 5'UTR act – APP 5'UTR luciferase reporter activation. hit rate 1% among 190,000. activation, % at 2 µM. SH-SY5Y APP 5'UTR luciferase reporter, luminescence; zero percent = DMSO vehicle wells;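 active means activation above a set limit, based on mean plus 3 SD of controls, cut at about 140% in these data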; further: values of inactives mirror those of a sister screen read the other way
G6PDH CS – L. mesenteroides G6PDH inhibition counter-screen | Purified L. mesenteroides G6PDH, diaphorase/resazurin coupled fluorescence, 45 min | inhibition, % at 5 µM | AID 1020 | hit rate 0.12% among 200,000; in the data active means inhibition above about 50%
FLuc inhib CS – counter-screen for luciferase assay inhibitors: firefly luciferase inhibition. P08659. ATPLite firefly luciferase biochemical luminescence, 10 min. inhibition, % at 10 µM. hit rate 1.5% among 200,000. AID 1006;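 active means inhibition above about 50% when tested at 10 µM, limit read from the data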
Target sequence (P08659 whole entry, looked up): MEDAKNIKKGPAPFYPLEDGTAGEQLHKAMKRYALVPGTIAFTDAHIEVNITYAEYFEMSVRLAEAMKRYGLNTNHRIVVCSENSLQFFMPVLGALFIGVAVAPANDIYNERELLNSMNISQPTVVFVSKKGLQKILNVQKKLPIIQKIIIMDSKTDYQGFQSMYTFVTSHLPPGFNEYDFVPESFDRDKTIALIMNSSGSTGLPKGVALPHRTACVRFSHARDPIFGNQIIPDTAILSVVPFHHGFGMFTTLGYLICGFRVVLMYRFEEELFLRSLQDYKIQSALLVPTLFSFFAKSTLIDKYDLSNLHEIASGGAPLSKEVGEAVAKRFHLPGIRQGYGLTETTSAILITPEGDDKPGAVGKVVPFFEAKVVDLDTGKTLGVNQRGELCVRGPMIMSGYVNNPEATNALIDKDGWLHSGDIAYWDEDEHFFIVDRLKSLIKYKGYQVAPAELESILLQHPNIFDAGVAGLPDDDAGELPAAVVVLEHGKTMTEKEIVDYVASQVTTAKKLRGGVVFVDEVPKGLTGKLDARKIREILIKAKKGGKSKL
APP transl inh – APP translation inhibition. inhibition, % at 2 µM. hit rate 0.82% among 190,000. SH-SY5Y APP 5'UTR-luciferase reporter, luminescence;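 active means inhibition above a set limit, derived from the sample mean plus 3 SD, cut at about 45% in these data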; further: values of inactives mirror those of a sister screen read the other way
STAT1 activator – STAT1 signaling activation; NIH 3T3 STAT1-luciferase reporter, IFN-gamma, luminescence; 100% = IFN-gamma alone, no compound; activation (% of control), % at 5.5 µM; hit rate 2.6% among 200,000; AID 932;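 active means activation above the screen-wide mean activation plus 3 SD, cut at about 130% in these data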;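 further: raw ratio to IFN-gamma control signal so 100% means no change and 0% no light; values of inactives mirror those of a sister screen read the other way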
Hsp70 activator – switches on Hsp70 transcription | activation, % at 10 µM | hit rate 0.04% among 200,000 | HeLa Hsp70 promoter luciferase reporter, luminescence; scaled: vehicle 0, proteasome-inhibitor control 100%;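 active means activation above the mean across all tested compounds plus 3 SD, cutoff set per campaign, cut at about 5.5% in these data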;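 further: 100% = MG132 at 30 µM as the positive control and 0% = DMSO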
FLuc act counter – firefly luciferase counter-screen for stimulation assays; ATPlite luciferase biochemical, luminescence, 10 min; 0 = ATP-free wells, 1 = DMSO control; activation factor at 10 µM; 200,000 tested, under 10 active; AID 1027;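 active means luciferase activation factor, scaled between plate controls, of at least 2 with compound at 10 µM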
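Assay system: Luciferase/luciferin detection reagent, cell-free biochemical luciferase assay / Also added: ATP substrate / Schedule: 10 min at ambient temperature / Measured by: luminescence measurement of luciferase light output / Benchmarks: low control with PBS replacing ATP, high control enzyme plus ATP without compound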
NF-kB neuron act – NF-kB expression increase, human neuronal cells | NF-kB reporter expression; stronger effect = higher value | fold change at 12.5 µM | hit rate 1.6% among 190,000 | AID 1239; in the data active means fold change above about 3.3
HMGR II inh – inhibitors of class II HMG-CoA reductase from Enterococcus faecalis; purified E. faecalis HMGR, NADPH absorbance 340 nm kinetic; inhibition, % at 10 µM; hit rate 0.41% among 190,000; AID 1066;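 active means inhibition above a set limit, the median over all tested compounds plus 3 SD, cut at about 9.5% in these data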;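 further: enzyme runs in reverse so mevalonate oxidation gives rising NADPH absorbance; 0% = complete reaction with DMSO and 100% = background rate lacking mevalonate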
* marks the source's active call; other numbers are inactive results; nt = not tested or not shown.

item | molecule | APP transl inh | FLuc inhib CS | G6PDH CS | Hsp70 activator | STAT1 activator | Redox H2O2 prof | FLuc act counter | APP 5'UTR act | HMGR II inh | NF-kB neuron act
1 | O=C1CSC2(C(=O)N3CCCc4cccc2c43)N1c1cccc(C(F)(F)F)c1 (configuration not stated) | 10 | -5 | 0 | -0.3 | 98 | -3.7 | 1.1 | -9 | 2 | 1.2
2 | N#Cc1ccc(NC(=O)COC(=O)CNC(=O)C2CCCCC2)cc1 | -8 | -5 | 4 | -0.2 | 101 | 1.3 | 1.1 | 8 | -2 | 1.1
3 | COc1ccc(-n2c(COc3ccc4c(c3)OCO4)nnc2SCC(=O)O)cc1 | 0 | 2 | 8 | -0.3 | 106 | 0.0 | 1 | 0 | 1 | 1.4
4 | CCOC(=S)NC(=O)c1sc2ccccc2c1Cl | -3 | -1 | 10 | -0.3 | 94 | 0.1 | 1 | 3 | -2 | 1.1
5 | O=C(/C=C/c1ccco1)Nc1ccc(Oc2ccccc2)cc1 | -74 | 20 | 5 | -0.3 | 134* | -4.9 | 0.8 | 74 | -10 | 3.2
6 | C=CCn1c(SCC(=O)Nc2cccnc2Cl)nnc1-c1ccc(Cl)cc1 | -4 | -5 | 14 | -0.5 | 88 | -0.7 | 1.1 | 4 | -7 | 0.99
7 | Cc1ccc(C)c(NC(=O)C2CCCN2C(=O)NC2CCCCC2)c1 (configuration not stated) | -2 | -7 | 5 | -0.1 | 95 | -0.4 | 1.1 | 2 | -5 | 0.94
8 | Cc1ccc(C(c2nnnn2CC2CCCO2)N2CCN(c3cccc(C)c3C)CC2)cc1 (configuration not stated) | -5 | -3 | 1 | 0.0 | 95 | 1.4 | 1 | 5 | 2 | 0.68
9 | CC(=O)N1N=C(c2cccc([N+](=O)[O-])c2)OC1c1ccc(Cl)cc1Cl (configuration not stated) | -11 | -9 | -2 | -0.3 | 104 | -4.1 | 1.1 | 11 | 4 | 1.1
10 | CC(OC(=O)CNC(=O)C12CC3CC(CC(C3)C1)C2)C(=O)Nc1ccc(S(N)(=O)=O)cc1 (configuration not stated) | 3 | -3 | 0 | -0.1 | 95 | -0.2 | 1 | -3 | -2 | 1.3
11 | CCOC(=O)N1CCN(c2c(NCc3ccccn3)c(=O)c2=O)CC1 | 27 | -10 | -1 | -0.3 | 95 | -0.8 | 1.1 | -27 | 0 | 1
12 | C=CCN1C(=O)CS/C1=N\S(=O)(=O)c1ccc(Cl)cc1 | -2 | -6 | 2 | -0.4 | 99 | 0.2 | 1.1 | 2 | -1 | 1.7
13 | CC(=O)C1=C(O)C(=O)N(C)C1c1ccccc1F (configuration not stated) | -18 | -10 | 4 | -0.1 | 104 | 0.3 | 1.1 | 18 | 16* | 1.1
14 | CCOC(=O)c1sc(NC(=O)Nc2cccc(Cl)c2)cc1C | -105 | 46 | 6 | 0.2 | 117 | -0.4 | 0.5 | 105 | -3 | 1.1
15 | O=C(N/N=C\c1ccc([N+](=O)[O-])o1)C1COc2ccccc2O1 (configuration not stated) | -8 | -4 | 5 | -0.1 | 98 | -1.4 | 1 | 8 | -2 | 0.63
16 | CCOCCCNC(=O)Cn1cnc2sc(C)c(S(=O)(=O)N3CCN(c4ncccn4)CC3)c2c1=O | 5 | -4 | 2 | -0.3 | 98 | -0.2 | 1 | -5 | 8 | 1.1
17 | Cc1ccc(NC(=O)c2ccc(C(C)(C)C)cc2)cc1-n1cnnn1 | -22 | 14 | 13 | -0.4 | 120 | 0.0 | 0.9 | 22 | -5 | 1.4
18 | COc1ccc(OC)c(NC(=O)c2cccnc2Sc2cc(C)ccc2C)c1 | 5 | -1 | 10 | -0.4 | 105 | 1.3 | 1 | -5 | 3 | 0.72
19 | CCOC(=O)Cc1csc(NC(=O)COc2cccc(C)c2)n1 | -11 | -3 | 0 | -0.4 | 93 | -0.2 | 1 | 11 | 18* | 0.96
20 | Cc1ccc2nc(-c3ccccc3)cc(C(=O)O)c2c1 | -10 | 16 | 4 | -0.2 | 101 | 0.6 | 0.8 | 10 | -1 | 1.1
21 | Cc1ccc(O)c(C(=O)c2cc(C#N)c3nc4ccccc4n3c2)c1 | 3 | 4 | -4 | -0.1 | 106 | -0.3 | 1 | -3 | -2 | 1.1
22 | Cc1cccc(OCCn2c(=S)[nH]c3ccccc32)c1 | 5 | 1 | 14 | -0.2 | 106 | 0.8 | 1 | -5 | 11* | 1.5
23 | CC(C(=O)OCC(=O)c1ccccc1)N1C(=O)C2C3CCC(C3)C2C1=O (configuration not stated) | -6 | -8 | 12 | -0.1 | 104 | -0.2 | 1.1 | 6 | 2 | 1.3
24 | CC1=C(C(=O)OC2CCCCC2)C(c2cccs2)n2c(nc3ccccc32)N1 (configuration not stated) | -1 | -2 | -5 | 0.1 | 98 | -0.3 | 1 | 1 | -5 | 1.1
25 | O=c1cc(-c2ccccc2)n(S(=O)(=O)c2ccccc2)o1 | 1 | 3 | 6 | -0.2 | 99 | 0.1 | 1 | -1 | -5 | 1
26 | CN(CCc1nc2ccccc2[nH]1)Cc1nc(CC2CC2)no1 | 3 | -5 | 5 | -0.1 | 97 | 0.2 | 1 | -3 | 0 | 1.3
27 | CSc1ccc(/C=N\NC(=O)COc2ccc(Cl)cc2Br)cc1 | -1 | 4 | 12 | -0.3 | 103 | 2.1 | 1 | 1 | -6 | 1.5
28 | Cc1ccc(CS(=O)(=O)CCC(=O)NCCC(C)C)cc1 | -20 | -4 | 2 | -0.2 | 96 | 0.0 | 1 | 20 | -1 | 1.1
29 | N=c1sccn1CC(=O)Nc1cccc(Oc2ccccc2)c1 | -1 | -6 | -8 | 0.3 | 101 | -0.4 | 1.1 | 1 | -2 | 0.89
30 | CCn1ccnc1CN1CCc2c([nH]c3ccccc23)C1C1CCCCC1 (configuration not stated) | -10 | -2 | 15 | -0.3 | 89 | 11 | 1 | 10 | -5 | 0.7
31 | CCc1cccc(C)c1NC(=O)COC(=O)C(NS(=O)(=O)c1ccc(Cl)cc1)C(C)O (configuration not stated) | -16 | -7 | -5 | -0.4 | 97 | 0.0 | 1.1 | 16 | -6 | 1.1
32 | CCOc1ccccc1NC(=O)c1cccc(NC(=O)c2ccco2)c1 | 91* | -7 | -2 | 0.1 | 107 | 0.9 | 1.1 | -91 | -2 | 0.88
33 | COc1ccc(C=Nc2ccc3[nH]ncc3c2)c(O)c1 | -1 | 47 | 40 | 3.5 | 104 | -0.4 | 0.5 | 1 | 4 | 1.4
34 | CCOc1ccc(C(=O)NCC(=O)OCC(=O)N2C(C)CCCC2C)cc1 (configuration not stated) | -13 | -7 | 3 | -0.2 | 97 | 0.2 | 1.1 | 13 | -4 | 1
35 | COCCn1c(=O)[nH]c(=O)c2c1nc(-c1cc(Br)c3c(c1)OCO3)n2Cc1ccccc1 | -14 | -4 | 1 | -0.3 | 94 | -0.8 | 1 | 14 | 3 | 1.1
36 | O=C(COc1ccc(Cl)cc1Br)N1CCN(c2ccccc2)CC1 | -14 | -2 | 10 | -0.2 | 100 | 1.3 | 1 | 14 | -3 | 1.1
37 | N=C1c2ccccc2CN1NC(=O)COc1ccc(Cl)cc1 | -25 | -5 | -3 | -0.4 | 101 | 0.2 | 1.1 | 25 | -2 | 1.2
38 | COC(=O)c1cc(COC(=O)c2nc3nc(C)cc(C)n3n2)oc1C | 14 | -5 | 2 | 0.5 | 102 | 0.2 | 1.1 | -14 | -1 | 1.1
39 | CC[C@H](C)[C@H](NC(=O)c1ccc(Cl)cc1)C(=O)OCC(=O)c1ccc2c(c1)NC(=O)CO2 | 29 | -6 | 1 | 0.0 | 94 | 0.1 | 1.1 | -29 | 0 | 0.82
40 | O=C1CSC(=NC2CCCCC2)N1 | -6 | 0 | 1 | -0.2 | 103 | 2.3 | 1 | 6 | 1 | 1.4
41 | Cc1ccc(Nc2nc(CSc3nnc(-c4ccccc4C)n3C)cs2)cc1 | -14 | 64* | 1 | -0.3 | 104 | 0.3 | 0.4 | 14 | -3 | 1.6
42 | Cc1ccnn1Cc1cc(C(=O)O)c2ccccc2n1 | 8 | -1 | 9 | -0.3 | 104 | -2.4 | 1 | -8 | 1 | 0.99
43 | CCn1c(COc2ccc(=O)n(-c3ccccc3)n2)nnc1SCc1cccc(OC)c1 | 9 | -7 | 4 | -0.1 | 106 | -1.0 | 1.1 | -9 | -3 | 1.2
44 | CCOC(=O)c1cc(-c2ccncc2)nc2c1c(C)nn2-c1ccccn1 | 17 | nt | nt | -0.4 | 100 | 2.3 | nt | -17 | -2 | 0.4
45 | CC(=O)C1=C(O)CCCC1=NCc1nc2ccccc2[nH]1 | 10 | -3 | 4 | -0.3 | 93 | -1.5 | 1 | -10 | -1 | 1.1

One compound at a time, as listed above. Order of screens: APP transl inh, FLuc inhib CS, G6PDH CS, Hsp70 activator, STAT1 activator, Redox H2O2 prof, FLuc act counter, APP 5'UTR act, HMGR II inh, NF-kB neuron act
Record of `CCn1c(COc2ccc(=O)n(-c3ccccc3)n2)nnc1SCc1cccc(OC)c1` = 9, -7, 4, -0.1, 106, -1.0, 1.1, -9, -3, 1.2
Record of `CCn1ccnc1CN1CCc2c([nH]c3ccccc23)C1C1CCCCC1` (configuration not stated) = -10, -2, 15, -0.3, 89, 11, 1, 10, -5, 0.7
Record of `O=C(N/N=C\c1ccc([N+](=O)[O-])o1)C1COc2ccccc2O1` (configuration not stated) = -8, -4, 5, -0.1, 98, -1.4, 1, 8, -2, 0.63

Following part.
item | molecule | APP transl inh | FLuc inhib CS | G6PDH CS | Hsp70 activator | STAT1 activator | Redox H2O2 prof | FLuc act counter | APP 5'UTR act | HMGR II inh | NF-kB neuron act
46 | Cc1csc(N/N=C/c2ccc(O)c([N+](=O)[O-])c2)n1 | -6 | 6 | 8 | -0.3 | 100 | 0.2 | 0.9 | 6 | -1 | 0.67
47 | O=C(NNc1ccc([N+](=O)[O-])cc1)c1ccccc1F | -9 | -4 | 6 | 0.0 | 103 | -1.6 | 1 | 9 | -7 | 1.2
48 | O=C(O)COCC(=O)Nc1ccc2c(c1)CCC2 | -8 | -2 | 2 | 0.3 | 101 | 0.3 | 1 | 7 | 1 | 1.3
49 | COc1ccc(S(=O)(=O)NCCOc2ccccc2)cc1C | 2 | 6 | 19 | -0.3 | 102 | -0.3 | 0.9 | -2 | -1 | 1.2
50 | CCCC(=O)Nc1ccc(C(=O)NNC(=O)COc2ccc(Br)c(C)c2)cc1 | 50* | 0 | -3 | 0.3 | 90 | -0.1 | 1 | -50 | 0 | 1.2

Pulled one by one from the entries so far (four):
item | molecule | APP transl inh | FLuc inhib CS | G6PDH CS | Hsp70 activator | STAT1 activator | Redox H2O2 prof | FLuc act counter | APP 5'UTR act | HMGR II inh | NF-kB neuron act
47 | O=C(NNc1ccc([N+](=O)[O-])cc1)c1ccccc1F | -9 | -4 | 6 | 0.0 | 103 | -1.6 | 1 | 9 | -7 | 1.2
46 | Cc1csc(N/N=C/c2ccc(O)c([N+](=O)[O-])c2)n1 | -6 | 6 | 8 | -0.3 | 100 | 0.2 | 0.9 | 6 | -1 | 0.67
48 | O=C(O)COCC(=O)Nc1ccc2c(c1)CCC2 | -8 | -2 | 2 | 0.3 | 101 | 0.3 | 1 | 7 | 1 | 1.3
49 | COc1ccc(S(=O)(=O)NCCOc2ccccc2)cc1C | 2 | 6 | 19 | -0.3 | 102 | -0.3 | 0.9 | -2 | -1 | 1.2

Assay outcomes from PubChem BioAssay.
